GPR151 activ = human GPR151 activation | activation, % at 11.2 µM | Q8TDV0 | AID 1508602 | actives 1% (n = 650,000) | PathHunter beta-arrestin GPR151 cells, luminescence; in the data active means activation above about 4.9%;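 further: 0% = median of compound wells and 100% = cells with positive control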
Target sequence (Q8TDV0 whole entry, looked up): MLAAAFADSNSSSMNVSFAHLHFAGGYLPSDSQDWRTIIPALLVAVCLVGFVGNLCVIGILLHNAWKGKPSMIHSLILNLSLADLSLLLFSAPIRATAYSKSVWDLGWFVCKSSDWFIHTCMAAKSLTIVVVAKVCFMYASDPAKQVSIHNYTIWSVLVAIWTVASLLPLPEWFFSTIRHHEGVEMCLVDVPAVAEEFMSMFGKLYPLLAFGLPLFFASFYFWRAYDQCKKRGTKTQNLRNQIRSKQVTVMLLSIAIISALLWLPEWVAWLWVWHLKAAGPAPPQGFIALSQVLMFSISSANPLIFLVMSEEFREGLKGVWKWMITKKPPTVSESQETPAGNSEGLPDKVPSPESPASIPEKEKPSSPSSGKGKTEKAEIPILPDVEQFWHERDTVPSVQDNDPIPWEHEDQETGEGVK
TEAD-YAP block = TEAD-YAP interaction inhibition. HEK-TIYL cells, TEAD-Gal4/YAP UAS-luciferase luminescence. actives 1.4% (n = 640,000). inhibition, % at 9.12 µM; in the data active means inhibition above about 32%;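 further: 0% = median of test compound wells and 100% = reference inhibitor wells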
FBW7 act = activators of human E3 ligase FBW7; Q969H0; AlphaScreen FBW7–phospho-cyclin E peptide binding, activator screen; normalized activity (activation), % at 26.1 µM; actives 0.13% (n = 650,000); in the data active means normalized activity above about 1.9%;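 further: purified mutant Fbw7 with reduced substrate affinity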
MITF inh = human MITF inhibition, primary screen; AlphaScreen MITF homodimerization, bead proximity signal; actives 0.91% (n = 650,000); inhibition, % at 2.6 µM; O75030; in the data active means inhibition above about 50%;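 further: 0% = vehicle wells with protein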
Target sequence (O75030 whole entry, looked up): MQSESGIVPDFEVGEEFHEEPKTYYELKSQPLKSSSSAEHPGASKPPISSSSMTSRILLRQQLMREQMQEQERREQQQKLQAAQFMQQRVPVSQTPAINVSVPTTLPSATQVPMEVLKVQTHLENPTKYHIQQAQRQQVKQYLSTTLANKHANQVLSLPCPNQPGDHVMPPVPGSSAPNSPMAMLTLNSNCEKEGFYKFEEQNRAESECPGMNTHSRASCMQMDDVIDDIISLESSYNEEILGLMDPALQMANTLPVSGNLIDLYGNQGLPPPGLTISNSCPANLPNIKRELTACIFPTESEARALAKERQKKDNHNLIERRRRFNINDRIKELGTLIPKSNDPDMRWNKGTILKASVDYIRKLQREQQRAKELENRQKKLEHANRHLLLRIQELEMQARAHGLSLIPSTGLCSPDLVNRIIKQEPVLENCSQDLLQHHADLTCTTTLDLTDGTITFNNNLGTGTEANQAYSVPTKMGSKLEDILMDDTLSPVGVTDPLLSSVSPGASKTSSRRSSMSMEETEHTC
Numbers without * were called inactive; & = joins results of further samples.

Below each SMILES: GPR151 activ	FBW7 act	MITF inh	TEAD-YAP block
CN1CCC/C1=C1\C(=O)N(c2ccccc2)N=C1NC(=O)Nc1cccc(Cl)c1
  1.2	-0.4	-1.3	4.6
Cc1ccc(NC(=O)COc2ccc(Br)cc2)c(Br)c1
  0.1	0.5	12.6	-34.3
CCOC(=O)c1cnn(-c2nc3ccccc3s2)c1CNC(C)COC (centres undefined)
  0.6	1.3	19.9	0.6
CCn1c2ccccc2c2cc(CN3CCC4(CCC(CNC(=O)COC)O4)CC3)ccc21 (centres undefined)
  -0.3	-0.1	-8.4	-1.3
O=C(COC(=O)c1ccc2[nH]c3c(c2c1)CCCC3)Nc1ccccc1
  -1.6	0.4	10.3	-10.3
O=S(=O)(Nc1nc2ccccc2s1)c1ccc(Cl)cc1
  1.1	0.0	14.7	-1.1
CCN(CC)Cc1c(C)[nH]c2c(C)cccc2c1=O
  -1.9	0.3	5.1	-1.3
COc1ccc(OC)c(NC(=O)CSc2nc3ccccc3c(=O)n2NC(=O)CCc2c[nH]c3ccccc23)c1
  1.5	-0.1	0.6	-9.9
COc1ccc(Cl)cc1C1=N/C(=C/c2cccc([N+](=O)[O-])c2)C(=O)O1
  0.1	0.0	5.6	0.2
Cc1cccc(C)c1OCC(=O)NNC(=O)COc1ccc2c(c1)CCC2
  -2.0	0.2	2.4	4.3
CC(=O)c1sc(NC(=O)c2cccc([N+](=O)[O-])c2)nc1C
  1.1	0.2	2.1	-8.6
Cc1cccc(NCN2C(=O)CCC2=O)c1
  -1.3	-0.3	-1.6	-3.4
O=C1N=C(N2CCOCC2)S/C1=C/c1cc2c(cc1Br)OCO2
  -0.8	0.0	19.5	-5.2
Cc1cc(Cl)ccc1NC(=O)/C(=C/c1cccc([N+](=O)[O-])c1)NC(=O)c1cccs1
  -0.7	0.0	5.3	0.4
N=C1S/C(=C\c2ccc(OCc3ccccc3F)cc2)C(=O)N1c1ccc(Cl)cc1
  0.4	-0.1	2.4	2.5
O=C(CSc1cn(Cc2ccc(Cl)cc2)c2ccccc12)N1CCc2ccccc21
  -0.8	-0.2	10.8	2.9
O=C1NC(=O)/C(=C/c2ccc(-c3ccc(O)c(C(=O)O)c3)o2)S1
  -0.9	-0.8	85.8*	-0.9
O=C1CC(c2ccc(F)cc2)C2=C(CCCC2=O)N1 (centres undefined)
  0.1	0.1	7.3	1.9
Cc1cc(/C=C2/NC(=S)NC2=O)c(C)n1-c1cccnc1
  -1.0	0.0	6.1	-4.4
CC(=O)N[C@@H](Cc1c[nH]c2ccccc12)C(=O)OCc1cc(C(F)(F)F)cc(C(F)(F)F)c1
  1.5&-1.4	-0.1&0.1	0.3&12.7	-3.4

Two of the compounds above, with tabs.
SMILES	GPR151 activ	FBW7 act	MITF inh	TEAD-YAP block
O=C1NC(=O)/C(=C/c2ccc(-c3ccc(O)c(C(=O)O)c3)o2)S1	-0.9	-0.8	85.8*	-0.9
O=C1CC(c2ccc(F)cc2)C2=C(CCCC2=O)N1 (centres undefined)	0.1	0.1	7.3	1.9

More structures.
Below each SMILES: GPR151 activ	FBW7 act	MITF inh	TEAD-YAP block
Cc1oc2c(c1C(N)=O)CCCC2
  1.0	-0.2	1.4	2.1
O=C(NC(=S)Nc1ccc2ccccc2c1)c1cccs1
  -1.1	0.0	8.5	-8.7
COc1ccc(S(=O)(=O)N2CCN(CC(=O)c3ccc(OC)c(OC)c3)CC2)cc1
  1.4	-0.3	0.8	-3.2
O=C(Nc1ccc(-c2nc3c(ccc4ccccc43)[nH]2)cc1)c1ccc([N+](=O)[O-])cc1
  1.2	0.0	-10.6	-10.6
CCCCC(=O)Nc1ccc(F)c(Cl)c1
  -1.3	0.1	-2.1	-2.1
O=C(O)CCCN1C(=O)S/C(=C\C(Cl)=C\c2ccc([N+](=O)[O-])cc2)C1=O
  0.0	-0.1	4.7	6.7
Cc1cc(C)c2c(n1)nn1c(N3CCCC3)cc(C)nc21
  1.2	0.1	-2.8	10.7
CCOc1cc(C=O)ccc1OC(=O)c1cccc(OC)c1
  -1.7	0.6	10.1	13.1
O=C(COc1ccccc1Cl)Nc1ccc(Cl)c([N+](=O)[O-])c1
  -0.3	-0.2	-23.7	-40.5
COc1ccc([N+](=O)[O-])cc1-c1ccc(/C=c2/sc3nc4cc(C)c(C)cc4n3c2=O)o1
  0.5	0.1	-7.2	8.3

Among those listed so far, three contain a furan ring, fused or not:
Below each SMILES: GPR151 activ	FBW7 act	MITF inh	TEAD-YAP block
O=C1NC(=O)/C(=C/c2ccc(-c3ccc(O)c(C(=O)O)c3)o2)S1
  -0.9	-0.8	85.8*	-0.9
Cc1oc2c(c1C(N)=O)CCCC2
  1.0	-0.2	1.4	2.1
COc1ccc([N+](=O)[O-])cc1-c1ccc(/C=c2/sc3nc4cc(C)c(C)cc4n3c2=O)o1
  0.5	0.1	-7.2	8.3

Next entries:
Below each SMILES: GPR151 activ	FBW7 act	MITF inh	TEAD-YAP block
COC(=O)CCC(=O)Nc1ccc(Br)c(Cl)c1
  0.5	0.1	26.8	0.0
COc1ccc(NC(=O)C/C(C)=N/NC(=O)C(=O)Nc2cccc(Cl)c2C)c(OC)c1
  0.0	0.0	-6.3	-0.1
COc1ccc(CCNc2cc(O)c(CC(=O)Nc3ccccc3)c3cc(OC)c(OC)cc23)cc1OC
  -1.1	0.3	12.4	-0.9
CC(=O)NC1=CC(O)c2nonc2C1O (centres undefined)
  -6.0	-0.9	14.7	17.3
N#Cc1cc2c(=O)n3ccccc3nc2n(-c2ccc(Br)cc2)c1=O
  1.9	0.1	11.5	6.4
CCOc1ccccc1NC(=O)C1=C(C)NC(=O)NC1c1ccc(O)cc1 (centres undefined)
  0.4	-0.2	-18.2	7.0
COc1cc(C2C(C#N)=C(N)N(N(C)C)C3=C2C(=O)CCC3)cc(OC)c1OC (centres undefined)
  -1.3	0.4	2.9	-17.7
CC1(C)CC(=O)C2=C(C1)Nc1ccccc1NC2c1ccccc1[N+](=O)[O-] (centres undefined)
  -1.5	-0.1	-1.4	-7.0
CCN(CC)C(=O)C1c2ccccc2C(=O)N(C)C1c1ccc(OC)cc1 (centres undefined)
  0.7	0.0	-10.0	-15.0
COc1ccc(-c2ncc(C(=O)NCCO)s2)cc1
  -5.2	0.0	0.9	-14.9
CCN1CC=C2C(C#N)=C(N)C(C#N)(C#N)C(c3cc(Cl)ccc3Cl)C2C1 (centres undefined)
  0.9	-0.3	9.0	-4.0
CCc1cc(-c2n[nH]c(CCC(=O)O)c2-c2nc3ccccc3n2C)c(O)cc1O
  -1.0	0.5	16.2	-7.3
Cc1ccccc1NC(=O)Cn1cc2c(n1)CCCC2
  1.9	-0.1	13.0	1.0
O=C(CC1(O)C(=O)N(Cc2ccccc2)c2ccccc21)c1ccc(Cl)s1 (centres undefined)
  1.3	0.0	11.9	15.5
Cc1ccc(NC(=O)C/C(N)=N/O)cc1C
  0.4	0.0	2.2	-11.8
O=C(N/N=C/c1cccnc1)c1cc(O)c(O)c(O)c1
  0.9	-0.3	30.4	5.3
O=C(COC(=O)CCN1C(=O)C2CCCCC2C1=O)Nc1ccc(F)c([N+](=O)[O-])c1 (centres undefined)
  0.0	0.0	12.0	5.1
Cc1ccc(C(=O)N/C(=C/c2cccc([N+](=O)[O-])c2)c2nc(=S)[nH][nH]2)cc1
  -0.4	-0.2	13.1	1.7
COc1ccc(CN2CCc3nnc(CCNC(=O)c4ccoc4)n3CC2)c2ccccc12
  1.8	-0.1	3.0	10.8
C=CCc1cccc2cc(C(=O)Nc3ccc([N+](=O)[O-])cc3C)c(=O)oc12
  -0.6	0.0	1.9	19.2
CSc1ccc(/C=N/NC(=O)CNC(=O)c2ccccc2)cc1
  0.8	-0.1	-2.4	1.6
O=C(c1cc(COc2ccc(F)cc2F)on1)N1CCSCC1
  -0.5	0.1	0.5	-90.5
COc1ccc(Nc2c(-c3ccc(C)c(C)c3)c(=O)c2=O)cc1
  -0.8	-0.1	2.4	-4.9
O=C(/C=C/c1ccccc1[N+](=O)[O-])OC1CCCCC1=O (centres undefined)
  -0.9	0.6	15.4	-1.9
Cc1cnc(N2CCN(c3ccccn3)CC2)nc1Nc1ccccc1
  -0.9	-0.1	5.8	-3.1
COc1ccccc1CN1C[C@@H]2C[C@@H](c3ccc(O)c(Cl)c3)N3CCC[C@@]23C1=O
  -0.1	-0.1	3.6	4.8
Cc1csc(NC(=O)CSc2nc(-c3ccc(Cl)cc3)cs2)n1
  -0.6	-0.2	7.7	-1.1
CN1CC(=O)N(CCOc2ccccc2)C1=O
  0.1	0.0	-3.4	-4.1
CCC[C@@H]1NC(=O)[C@H]2CN(C(=O)c3ccc(C)c(F)c3)CCN2C1=O
  -1.0	-0.2	-2.8	5.8
Oc1ccc(CCNc2nc(Nc3cnccn3)nc3c2ncn3Cc2ccc(C(F)(F)F)cc2)cc1
  -1.0	-0.1	7.8	16.8
CCSc1nnc(NC(=O)Cn2cnc3c2c(=O)n(C)c(=O)n3C)s1
  2.1	0.1	4.0	6.5
C=CCNC(=S)NNS(=O)(=O)c1ccc(F)cc1
  1.4	0.3	-15.5	0.1
O=C1COc2cc(-c3c(NCC4CCCO4)c(=O)c3=O)ccc2N1 (centres undefined)
  4.6	0.0	7.3	9.4
COc1ccc(C2NC(=O)NC(C)=C2C(=O)Nc2ccccc2Cl)cc1OCC(N)=O (centres undefined)
  -0.7	-0.1	7.2	-1.6
COc1ccc(OC)c(NC(=O)NS(=O)(=O)c2ccc(C)cc2)c1
  1.1	0.0	6.0	6.1
COc1ccccc1NC(=O)/C(C#N)=C/c1cc([N+](=O)[O-])ccc1N1CCCC1
  -0.1	0.5	10.2	9.4
NC1=NC(=O)C(CC(=O)Nc2ccc(Br)cc2)S1 (centres undefined)
  1.7&0.9	0.5&0.1	18.4&19.9	-6.3&6.8
O=C(NCc1nnc2n1CCN(Cc1ccc(OCCO)cc1)CC2)c1ccccn1
  0.5	0.2	-20.6	-6.8
CN(C)c1ccc(C(=O)N2N=C(C(F)F)CC2(O)C(F)F)cc1 (centres undefined)
  -0.6	-0.1	-1.5	-6.2
CC1CCc2c(sc3c2c2nncn2c2nncn32)C1 (centres undefined)
  -0.3	-0.1	-3.3	-0.5
CCOCCCNC(=O)c1cn(CC(C)C)c(=O)c2c1c1ccccc1n2C
  0.5	0.0	-6.1	13.6
O=[N+]([O-])c1ccc(COc2ccc(Cl)cc2CO)cc1
  -0.9	-0.4	8.4	-68.8
CCOC(=O)N1CCC(NC(=O)c2ccc3nc4ccc(Cl)cc4c(=O)n3c2)CC1
  0.0	0.1	-13.9	-11.3
CC(C)N(CCNc1nc(-c2cccc(N)c2)nc2nc[nH]c12)C(C)C
  -1.3	0.0	2.5	4.5
Cc1ccc(Nc2nc(C)nc3c2oc2ccc(Cl)cc23)cc1
  2.6	0.1	-1.9	-13.6
Cc1ccc(Cl)cc1NC(=O)N[C@H]1C[C@H]2C(=O)N[C@@H](Cc3ccccc3)C(=O)N2C1
  0.9	0.1	4.4	5.2
O=C(NNc1c2ccccc2nc2ccccc12)c1cccnc1
  0.3	-0.9	8.9	27.3
COCCCN1C(=O)C(=O)/C(=C(\O)c2ccccc2)C1c1ccc(OC)c(OC)c1 (centres undefined)
  -0.2	0.9	18.5	-12.2
CCOC(=O)c1c(NC(=O)CSc2nnc(CNC(=O)c3ccc(OC)cc3)n2Cc2ccccc2)sc2c1CCC2
  1.5	0.1	-8.3	5.1
CCC(C)(C)n1nnnc1C(c1ccc(C)cc1)N1CCCC1 (centres undefined)
  0.5	-0.3	0.2	1.4

Later entries:
Below each SMILES: GPR151 activ	FBW7 act	MITF inh	TEAD-YAP block
CN(CCC1CCCCO1)C(=O)CCc1nnc(COc2ccccc2)o1 (centres undefined)
  -1.4	0.1	13.5	-4.4
O=C(c1cccc(F)c1)N1CCN(c2ccc(F)cc2)CC1
  0.4	0.0	18.7	2.9
COc1cc(C2C(C#N)=C(C)NC3=C2C(=O)CC(C)(C)C3)cc(OC)c1O (centres undefined)
  -0.8	0.7	-8.4	-6.8
CCN(CC)CCCNC(=O)c1sc2ncn(CC(=O)Nc3ccc(C)c(Cl)c3)c(=O)c2c1C
  1.2	0.1	6.0	-0.1
CC(=O)NCC(=O)N1CCC(C(Cc2ccccc2C)N(C)C(=O)C2CCC2)CC1 (centres undefined)
  0.3	0.0	4.7	4.3
O=C(NCCCn1ccnc1)c1ccc([N+](=O)[O-])cc1
  1.0	0.1	7.3	-7.8
Cc1cc(C(=O)N2CCN(c3ccccc3)CC2)no1
  -0.2	-0.2	-5.3	1.6
COc1ccc(C(=O)N(CCCO)C(C)C(=O)NC2CCCCC2)cc1OC (centres undefined)
  5.1*	0.6	14.6	4.2
COc1cc(NC(=O)C(C)Oc2ccccc2)ccc1NC(=O)COc1ccccc1 (centres undefined)
  0.0	0.1	9.2	4.2
CN(CC(=O)NCCc1cccs1)c1nnc(N2CCCC2=O)s1
  0.8	0.0	6.2	5.4
COC(=O)c1cc(OC(=O)C(c2ccccc2)c2ccccc2)n(C)n1
  -0.8	0.5	1.0	-1.6
CC1(C)CC(=O)C2=C(C1)OC(c1ccc(Br)cc1)C(C#N)=C2N (centres undefined)
  0.0	0.1	15.8	-8.4

Only MITF inh and FBW7 act (three entries from above):
mol,MITF inh,FBW7 act
Cc1cc(C(=O)N2CCN(c3ccccc3)CC2)no1,-5.3,-0.2
O=C(NCCCn1ccnc1)c1ccc([N+](=O)[O-])cc1,7.3,0.1
CN(CC(=O)NCCc1cccs1)c1nnc(N2CCCC2=O)s1,6.2,0.0

Rows were taken by chance; any-hit rate near 3.4%.
